Pax4 gene expression: activators of Pax4 gene expression, primary screen, RT-PCR, mouse alpha TC1 cells, single point (AID 1053180); 9,600 tested, 0.2% active; activation, % at 10 µM; mouse alpha TC1 cells, Pax4 mRNA qPCR, 6 days; active compounds read high; 100% = Pax4 plasmid added at qPCR;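 active means highest normalized replicate activity of 15 or more, or at least half the replicates reach 15 or more; inactive means neither condition met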;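 further: pax4 Ct normalized to GAPDH with activation seen as lower delta delta Ct; plate controls were plate neutral control wells for no effect and Pax4 plasmid positive control for full effect; each compound tested in two replicate wells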
DLD1 CTGF mRNA: YAP1 pathway inhibitors via CTGF transcript, primary screen, DLD1 colon cancer cells, RT-qPCR, single point (AID 743449); DLD1 CTGF mRNA qPCR, 24 h; active compounds read high; 9,900 tested, 0.9% active; inhibition, % at 12.5 µM;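 active means mean normalized replicate activity at least 50 and at least half of replicates each reaching 50; inconclusive means only one of the two criteria met; inactive means neither criterion met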;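 further: 0% = neutral control wells and 100% = dasatinib control wells; higher means stronger suppression of CTGF expression like dasatinib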
An asterisk follows results filed as active; ? = inconclusive; . = not tested or not shown; & = joins results of further samples. Only part of the results is shown; count on the stated rates, not on these rows.

compound,Pax4 gene expression,DLD1 CTGF mRNA
COc1ccc2c3c([nH]c2c1)[C@H](CO)N(Cc1ccc(Cl)cc1)CC31CCN(Cc2nccs2)CC1,0.0,-6
COc1ccc(CN(C)C[C@@H]2OCCCC[C@H](C)Oc3ccc(NC(=O)C4CCCCC4)cc3C(=O)N([C@H](C)CO)C[C@@H]2C)cc1,0.0,-25
O=C(c1cnccn1)N1CC(=O)N2[C@H](CO)[C@H](c3ccc(C#CC4CC4)cc3)[C@H]2C1,0.0,-20
CCCN1[C@@H]2Cn3c(ccc(-c4ccccc4)c3=O)[C@H]1[C@@H](C(=O)NCC)[C@@H]2CO,0.0,6
CN(C)CC(=O)N1[C@@H](CO)[C@@H](c2ccccc2)C12CN(Cc1cccnc1)C2,.,-3
CS(=O)(=O)Nc1ccc2c(c1)[C@@H]1C[C@@H](CC(=O)NCc3cc(F)ccc3F)O[C@@H](CO)[C@@H]1O2,0.0,-12
C/C=C/c1ccc([C@@H]2[C@H](CO)N(CC3CC3)C23CN(C(=O)c2ccc4c(c2)OCO4)C3)cc1,.,-20
O=C(C[C@H]1C=C[C@H](NC(=O)Nc2ccccc2F)[C@H](CO)O1)NCc1ccc(-c2ccccc2)cc1,0.0,-27
CNC[C@H]1Oc2cc(C3=CCCC3)ccc2S(=O)(=O)N([C@H](C)CO)C[C@@H]1C,0.0,9
O=C(O)C[C@H]1CC[C@H]2[C@@H](COC[C@H](O)CN2S(=O)(=O)c2ccc(Oc3ccccc3)cc2)O1,0.0,-1
O=C(C[C@H]1C[C@@H]2c3cc(NC(=O)Nc4ccccc4)ccc3O[C@@H]2[C@H](CO)O1)NCc1ccccc1,0.0,5
CCS(=O)(=O)Nc1ccc2c(c1)C(=O)N(C)[C@@H]1CC[C@@H](CC(=O)NCc3ccc(OC)cc3)O[C@@H]1CO2,0.0,-3
Cc1ccc(S(=O)(=O)Nc2ccc3c(c2)C(=O)N(C)[C@@H]2CC[C@@H](CC(=O)NCCc4ccncc4)O[C@H]2CO3)cc1,0.0,-16
COc1ccccc1-c1ccc2c(c1)O[C@@H](CN(C)CC1CCOCC1)[C@@H](C)CN([C@H](C)CO)S2(=O)=O,0.0,1
CNC[C@H]1OCCCC[C@H](C)Oc2ccc(N)cc2C(=O)N([C@H](C)CO)C[C@@H]1C,0.0,-17
CO[C@@H]1CC[C@@H]2CCOc3ccc(C#N)cc3C(=O)N(C)C[C@H](c3ccccc3)CC(=O)N(C)C[C@H]1O2,0.0,-19
COc1ccc(NC(=O)N2CCC3(CC2)CN(C(=O)c2cccnc2)[C@@H](CO)c2[nH]c4cc(OC)ccc4c23)cc1,0.0,1
OC[C@H]1[C@H](c2ccc(C#CC3(O)CCCC3)cc2)[C@@H]2CN(Cc3cncnc3)CCCCN12,0.0,50
O=C(c1ccccc1)N1CC(=O)N2[C@H](CO)[C@H](c3ccc(-c4ccccc4)cc3)[C@@H]2C1,0.0,20
CO[C@@H]1CC[C@@H]2CCOc3ccc(C#N)cc3C(=O)N(C)[C@H](C)C(=O)N(C)C[C@H]1O2,0.0,-49
C[C@@H]1CN([C@H](C)CO)C(=O)c2cc(NS(=O)(=O)c3cccs3)ccc2O[C@H]1CN(C)S(=O)(=O)c1ccc(Cl)cc1,0.0,21
NCC[C@H]1CC[C@H](NC(=O)Cc2ccncc2)[C@@H](CO)O1,0.0,5
Cc1noc(C)c1NC(=O)Nc1ccc2c(c1)C(=O)N(C)[C@H]1CC[C@H](CC(=O)N[C@H]3CCN(Cc4ccccc4)C3)O[C@H]1CO2,0.0,-16
CO[C@H]1CN(C)C(=O)c2cc(NS(C)(=O)=O)ccc2OC[C@H](C)N(Cc2cncnc2)C[C@@H]1C,0.0,-6
COc1ccc2c3c([nH]c2c1)[C@H](CO)N(Cc1ccc(F)cc1)CC31CCN(Cc2ccccn2)CC1,0.0,-4
O=C(NC1CCCCC1)N1CC(=O)N2[C@H](C1)[C@H](c1ccc(-c3ccncc3)cc1)[C@@H]2CO,0.0,-18
O=C(C[C@@H]1CC[C@@H]2[C@H](COC[C@H](O)CN2C(=O)Nc2cc(Cl)cc(Cl)c2)O1)N1CCOCC1,0.0,22
CC(=O)N1Cc2cc(C(=O)NCC(F)(F)F)nc(-c3cccc(-c4cccnc4)c3)c2[C@H]1CCO,0.0,-26
CCCNC(=O)N1[C@@H]2CNC[C@H]1C2c1ccc(-c2ccccc2)cc1 (stereo partly drawn),0.0&0.0,-14&18
O=C(C[C@@H]1CC[C@@H]2[C@H](COC[C@H](O)CN2CC2CCOCC2)O1)NCc1ccc(Cl)cc1,0.0,-12
Cc1ccccc1-c1ccc(C2[C@H]3CNC[C@@H]2N3Cc2cccnc2)cc1 (stereo partly drawn),0.0,-62
C[C@@H]1CCCCO[C@@H](CN(C)CC2CCCCC2)[C@@H](C)CN([C@@H](C)CO)C(=O)c2cc(NC(=O)Nc3ccc(C(F)(F)F)cc3)ccc2O1,0.9,13
CO[C@H]1CN(C)C(=O)c2ccc(NC(=O)c3cccc(F)c3)cc2OC[C@@H](C)NC[C@H]1C,0.0,-19
CCCNC(=O)N1CC(=O)N2[C@H](CO)[C@@H](c3ccc(C#Cc4cccc(OC)c4)cc3)[C@H]2C1,0.0,-2
C[C@H]1CN([C@@H](C)CO)C(=O)c2cccc(NC(=O)Nc3ccc(C(F)(F)F)cc3)c2O[C@@H]1CN(C)S(=O)(=O)c1cn(C)cn1,0.0,-48
COCC(=O)N1CC(=O)N2[C@H](CO)[C@@H](c3ccc(C#CC4CC4)cc3)[C@@H]2C1,0.0,19
C[C@@H]1CN([C@H](C)CO)C(=O)Cc2cc(NC(=O)CCC(F)(F)F)ccc2O[C@@H]1CN(C)CC1CC1,0.0,-7
COCC(=O)N1[C@H](CNC(=O)c2ccccn2)[C@@H](c2ccccc2)[C@@H]1CO,0.0,7
COc1ccc2c3c([nH]c2c1)[C@@H](CO)N(C(=O)c1ccc(F)cc1)CC31CCN(Cc2cccnc2)CC1,0.0,7
O=C(CCN1CCCCC1)NCC[C@@H]1CC[C@@H](NS(=O)(=O)c2cccc(Cl)c2)[C@H](CO)O1,0.0,-15
COc1cccc(C#Cc2ccc([C@@H]3[C@H]4CN(C(=O)Cc5cccnc5)CC(=O)N4[C@H]3CO)cc2)c1,0.0,-21
O=C(C[C@H]1CC[C@H]2[C@@H](COC[C@@H](O)CN2C(=O)c2cnccn2)O1)NCc1ccc(Cl)cc1,0.0,29
CCC(=O)N1CC(=O)N2[C@@H](CO)[C@H](c3ccc(-c4ccc(C#N)cc4)cc3)[C@@H]2C1,0.0,5
C[C@@H]1CCCCO[C@H](CN(C)S(=O)(=O)c2ccc(F)cc2)[C@@H](C)CN([C@@H](C)CO)C(=O)c2cc(N(C)C)ccc2O1,0.0,-20
O=C(C[C@H]1CC[C@@H]2[C@H](COC[C@H](O)CN2CCC(F)(F)F)O1)NCc1ccc2c(c1)OCO2,0.0,15
C[C@H]1CN([C@@H](C)CO)C(=O)c2ccccc2-c2ccccc2CO[C@H]1CN(C)C(=O)Nc1ccc(-c2ccccc2)cc1,0.3,14
C/C=C/c1ccc([C@@H]2[C@H](CO)N(C(=O)c3cnccn3)C23CN(C(=O)C2CCC2)C3)cc1,.,22
O=C(C1CCOCC1)N1CC(=O)N2[C@H](CO)[C@@H](c3ccc(-c4cccnc4)cc3)[C@H]2C1,0.0,-8
COCC(=O)N1CC(=O)N2[C@H](CO)[C@H](c3ccc(C#CC4CC4)cc3)[C@@H]2C1,0.0,-15
C[C@@H]1CN([C@@H](C)CO)C(=O)CCCn2nncc2CO[C@@H]1CN(C)S(=O)(=O)c1ccc2c(c1)OCCCO2,0.0,?
O=C(Nc1ccc2c(c1)[C@@H]1C[C@@H](CC(=O)N3CCc4ccccc4C3)O[C@@H](CO)[C@@H]1O2)c1ccc2c(c1)OCO2,0.1,48
C[C@@H]1CN([C@H](C)CO)C(=O)CCCn2nncc2CO[C@@H]1CN(C)CC1CCCCC1,0.0,35
COCCNC(=O)C[C@H]1CC[C@H]2[C@H](COc3ccc(NC(=O)Nc4cccc(F)c4)cc3C(=O)N2C)O1,0.0,-53
Cc1cccc(S(=O)(=O)N2C[C@H]3[C@@H](c4ccccc42)[C@H](CO)N3C(=O)c2ccccc2)c1,0.0,18
Cc1noc(C)c1S(=O)(=O)N(C)C[C@@H]1OCCCC[C@H](C)Oc2ccc(N(C)C)cc2C(=O)N([C@@H](C)CO)C[C@H]1C,0.0,-19
C[C@H]1CN([C@@H](C)CO)C(=O)CCCn2nncc2CO[C@H]1CN(C)Cc1cccc(C(F)(F)F)c1,0.0,-6
C/C=C/c1ccc([C@@H]2[C@@H](CO)N(C(=O)c3ccccc3)C23CN(C(C)=O)C3)cc1,.,-17
O=C(C[C@H]1CC[C@H]2[C@@H](COC[C@H](O)CN2C(=O)Nc2cccc(F)c2)O1)NCCCN1CCOCC1,0.0,-6
C[C@@H]1CC=CC[C@@H](c2ccc3c(c2)OCO3)NC(=O)[C@H](C)N(C)C(=O)c2ccccc2O1 (mixture of isomers),0.0,?
C[C@H]1CN([C@@H](C)CO)S(=O)(=O)c2ccc(C#CCC3CCCC3)cc2O[C@H]1CN(C)C(=O)c1cnccn1,0.0,13

More compounds:
compound,Pax4 gene expression,DLD1 CTGF mRNA
C[C@H]1CCCCO[C@H](CN(C)S(C)(=O)=O)[C@@H](C)CN([C@@H](C)CO)C(=O)c2cc(NC(=O)NC3CCCCC3)ccc2O1,0.0,-12
OC[C@@H]1[C@@H](c2ccc(C#CC3(O)CCCC3)cc2)[C@@H]2CN(Cc3cncnc3)CCCCN12,0.0,-41
Cc1cc(C(=O)Nc2ccc3c(c2)C(=O)N(C)[C@H]2CC[C@@H](CC(=O)NCc4ccc(-c5ccccc5)cc4)O[C@@H]2CO3)no1,0.0,13
C[C@H]1CN([C@@H](C)CO)C(=O)c2ccccc2-c2ccccc2CO[C@H]1CN(C)C(=O)NC1CCCCC1,0.0,-24
COc1cccc(S(=O)(=O)Nc2ccc3c(c2)[C@@H]2C[C@@H](CC(=O)NC4CCCCC4)O[C@H](CO)[C@@H]2O3)c1,0.0,-4
C/C=C/c1ccc([C@H]2[C@@H](CO)N(C(=O)CN(C)C)C23CN(C(=O)C2CCOCC2)C3)cc1,.,-10
O=C1CNC[C@@H]2[C@@H](c3ccc(C#Cc4cccnc4)cc3)[C@@H](CO)N12,0.0,11
COc1cccc(NC(=O)N[C@H]2C=C[C@@H](CC(=O)NCc3ccncn3)O[C@@H]2CO)c1,0.0,-11
CO[C@@H](CN(C)CC1CCOCC1)[C@@H](C)CN(C(=O)Nc1ccc(F)cc1)[C@@H](C)CO,0.0,-9
O=C(C1CCCC1)N1CC2(C1)[C@@H](c1ccccc1)[C@@H](CO)N2Cc1ccc(Cl)cc1,.,17
C[C@H]1CN([C@@H](C)CO)C(=O)c2ccccc2-c2ccccc2CO[C@@H]1CN(C)C(=O)[C@@H](Cc1ccccc1)N(C)C,0.0,-17
CCCNC(=O)N1CC2(CN(CC3CCCCC3)C2)c2c(n(C)c3cc(OC)ccc23)[C@H]1CO,0.0,28
N#C[C@H]1N[C@H](CO)[C@@H]1c1ccc(C#Cc2ccccc2F)cc1,0.0,-63
O=C(c1ccccc1)N1[C@@H](CO)[C@@H](c2ccccc2)C12CN(Cc1nccs1)C2,.,-30
Cc1cc(C(=O)Nc2ccc3c(c2)C(=O)N(C)[C@H]2CC[C@@H](CC(=O)O)O[C@H]2CO3)no1,0.0,4
CCCNC(=O)N1CC2(C1)[C@H](c1ccccc1)[C@H](CO)N2CC1CCOCC1,.,-15
C/C=C/c1ccc(C2[C@H]3CNC[C@@H]2N3C(=O)NCCC)cc1 (stereo partly drawn),0.0&0.0,3&10
C[C@H](CO)N1C[C@H](C)[C@H](CN(C)S(=O)(=O)c2cn(C)cn2)Oc2cc(C#Cc3cccc(F)c3)ccc2S1(=O)=O,0.1,?
CNC[C@H]1OCc2cn(nn2)CCCC(=O)N([C@H](C)CO)C[C@H]1C,0.0,?
C[C@@H]1CCCCO[C@@H](CN(C)Cc2ccc3c(c2)OCO3)[C@H](C)CN([C@H](C)CO)C(=O)c2cc(NS(=O)(=O)c3cn(C)cn3)ccc2O1,0.0,-25
COc1ccccc1NC(=O)N1CC(=O)N2[C@H](CO)[C@H](c3ccc(C#CC(C)C)cc3)[C@H]2C1,0.0,-2

Random excerpt: two entries already listed.
compound,Pax4 gene expression,DLD1 CTGF mRNA
Cc1cc(C(=O)Nc2ccc3c(c2)C(=O)N(C)[C@H]2CC[C@@H](CC(=O)NCc4ccc(-c5ccccc5)cc4)O[C@@H]2CO3)no1,0.0,13
C[C@H]1CCCCO[C@H](CN(C)S(C)(=O)=O)[C@@H](C)CN([C@@H](C)CO)C(=O)c2cc(NC(=O)NC3CCCCC3)ccc2O1,0.0,-12

Complete entries from above.
Listed for `CS(=O)(=O)Nc1ccc2c(c1)[C@@H]1C[C@@H](CC(=O)NCc3cc(F)ccc3F)O[C@@H](CO)[C@@H]1O2` = Pax4 gene expression: 0.0; DLD1 CTGF mRNA: -12
Listed for `C[C@H]1CN([C@@H](C)CO)C(=O)CCCn2nncc2CO[C@H]1CN(C)Cc1cccc(C(F)(F)F)c1` = Pax4 gene expression: 0.0; DLD1 CTGF mRNA: -6

From PubChem
